C2C12 statin: protects C2C12 myotubes from simvastatin toxicity | ATP luminescence, 48 h; scaled: DMSO 0, geranylgeraniol control 100 | rescue of ATP level, % at 7.49 µM | 330,000 compounds, 0.78% hits;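 active = mean ATP rescue above about 67%, or every replicate alone reaching that limit, limit read from the data, passing the limit was not always enough; inconclusive = no clear call, values can overlap the other calls; inactive = mean under the limit and some replicate under it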;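 also: myotubes were challenged with 10 µM simvastatin during compound exposure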
LGR2 inh: Drosophila LGR2 receptor signaling inhibition; HEK293 LGR2, CRE-luciferase, bursicon-stimulated, 4 h; 380,000 compounds, 0.35% hits; AID 720647; inhibition, % at 9.99 µM;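 active = drop in luminescence signal, shown as inhibition above about 50% in the replicate tests, limit read from the data, passing the limit was not always enough; inconclusive = probably only some replicates passing the limit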;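 also: agonist challenge used bursicon conditioned medium at about half maximal strength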
PGC1a acetyl inh: modulators of PGC1a acetylation; 350,000 compounds, 0.17% hits; inhibition, % at 15.6 µM; U2OS PGC1a acetylation, AlphaScreen anti-acetyl-lysine; with virally co-expressed GCN5 acetyltransferase;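 active = every replicate shows inhibition of at least 40%; inconclusive = mean inhibition at least 40% but some replicate below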;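 also: 0% = neutral control wells and 100% = positive control wells; some results beyond the cut were filed as inactive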
ARNT-TACC3 inh: disrupts binding between human ARNT and TACC3; 390,000 compounds, 0.66% hits; Q9Y6A5; inhibition, % at 9.99 µM; AID 623870; AlphaScreen His-ARNT PAS-B/GST-TACC3 binding, luminescence; TACC3 fragment carries E629A point mutation;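 active = mean inhibition of replicates at least 50% and at least half of replicates each reaching 50%; inconclusive = half or more replicates reach 50% but mean below 50%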;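 also: 0% = complete ARNT plus TACC3 wells and 100% = ARNT alone without TACC3; many hits fall short of the cut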
INS-1E GSIS act: GLuc luminescence reporter in INS-1E cells, primary screen for activators of glucose-dependent secretion of insulin; INS-1E GLuc reporter insulin secretion, 2-3 h; activation, % at 16.6 µM; 370,000 compounds, 0.61% hits; AID 743287;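 active = lowest replicate activation of at least 40%, so every replicate reaches that level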;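 also: 0% = median of neutral control wells and 100% = median of IBMX positive control wells; some compounds called inactive have numbers as strong as hits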
PglD DTNB: blocks C. jejuni PglD acetyltransferase activity; purified PglD enzyme, DTNB colorimetric CoA detection; inhibition, % at 12.5 µM; 360,000 compounds, 0.098% hits; in the data active = inhibition above about 16%, passing the limit was not always enough; inconclusive = no clear call, values can overlap the other calls; also: strong numbers were not always called active
Cneo AK release: causes C. neoformans cell lysis; lysis activity, % at 15 µM; 360,000 compounds, 0.2% hits; adenylate kinase release luminescence, 4 h; normalised: neutral wells 0, clomiphene wells 100; AID 651654;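 active = mean lysis activity across replicates of at least 80%, whatever share of replicates individually reach that level; inactive = mean lysis activity below 80%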
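Assay system: C. neoformans cells. Amount: yeast cell density of 5 × 10^6 cells/mL. Technique: AK luminescence. Buffer or medium: YPD. Times: static 4 h at 37 °C with compound, 1 h detection. Dosing: single-point compound dose. Read-out: lysis from increased AK signal.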
PAX8 reporter: inhibitors of PAX8 transcriptional activity in RMG-I cells. RMG-I TPO-luciferase reporter, SteadyGlo, 24 h. inhibition, % at 12.6 µM. 360,000 compounds, 1.2% hits;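 active = mean replicate inhibition at least 60% with every replicate also reaching 60%; inconclusive = only one of the two criteria is met; inactive = mean below 60% and not all replicates reaching 60%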;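 also: luciferase light reporting Pax8 driven TPO promoter activity; plate controls were median of neutral control wells for no effect and mitoxantrone controls for full effect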
* = called active by the depositor; u = inconclusive; x = no result given; & = joins results of further samples.

Every second line gives: C2C12 statin | LGR2 inh | PGC1a acetyl inh | ARNT-TACC3 inh | INS-1E GSIS act | PglD DTNB | Cneo AK release | PAX8 reporter
> NC(c1csc(Nc2ccccn2)n1)C1CCCCC1 (configuration not stated)
→ -8 | -12 | -1 | x | -2 | -3 | 1 | 6
> Cc1noc(C)c1S(=O)(=O)Nc1ccc2c(c1)CC(=O)N([C@H](C)CO)C[C@@H](C)[C@H](CN(C)Cc1ccc(Oc3ccccc3)cc1)O2
→ 45 | 2 | 1 | 14 | -23 | -2 | 2 | 21
> N#C/C(=C(/O)CCl)c1nnc2n1CCCCC2
→ x | -7 | -6 | -3 | -1 | 1 | -2 | -20
> Cc1cccc(-c2ccc3c(c2)C2CC3CCN2C(=O)OCc2ccccc2)c1 (configuration not stated)
→ -15 | 7 | 6 | 3 | 7 | 4 | 1 | -6
> O=C(NNC(=O)c1cc2cc3ccccc3nc2s1)c1ccc(F)cc1
→ -4 | x | -3 | -1 | x | 2 | -2 | x
> CC(=O)N1CC[C@@H]2[C@@H](CO)Nc3ccc(-c4cccc(F)c4)cc3[C@@H]21
→ -28 | -11 | 9 | 1 | -15 | 1 | 4 | -2
> O=c1c2ccccc2nc(/C=C/c2ccc([N+](=O)[O-])o2)n1CCCO
→ u | 4 | -47 | 6 | -7 | -7 | 2 | x
> O=C(COC(=O)CNC(=O)c1ccccc1F)NC1CC1
→ 4 | -15 | 4 | 9 | -11 | 1 | 0 | -4
> CCOC(=O)C1=CNS(=O)(=O)NC1c1ccc(Br)cc1F (configuration not stated)
→ 1 | -3 | x | -1 | x | 0 | -4 | -14
> Cc1nc(SCC(=O)NCCc2ccccc2)nc(C)c1C
→ x | x | -3 | -1 | x | -4 | 6 | x
> CN(C)C(=O)C[C@@H]1C=C[C@@H](NC(=O)C2CCC2)[C@@H](CO)O1
→ -4 | -5&-18 | 22 | 17 | -6&15 | 4 | 0 | -7&-11
> COc1ccc(-c2cccc(C(=O)Nc3ccc(OC)c(OC)c3)c2)cc1
→ 5 | x | -4 | -27 | x | 2 | -1 | x
> Cc1c(C(=O)N2CCCCCC2(C)C(=O)NCC(C)C)oc2ccccc12 (configuration not stated)
→ 15 | 1 | -2 | x | x | -2 | -2 | 8
> CCN(CC(=O)NC1CCCC1)S(=O)(=O)c1ccc(F)cc1
→ -15 | -1 | 2 | 0 | -11 | -1 | 2 | 5
> Cc1cc(C)c2nc(SCC(=O)Nc3cc(C)on3)c(C)cc2c1
→ 4 | 17 | x | 23 | x | x | x | 5
> Cc1ccc(S(=O)(=O)NCCC(=O)OCC(=O)NCCc2ccccc2)cc1C
→ 3 | 13 | 11 | x | -22 | 4 | -1 | -17
> Fc1ccc(-c2c[nH]c(=S)n2Cc2ccccc2)cc1
→ x | 15 | x | -2 | 11 | x | x | 5
> CCOc1ccc(CC(=O)N/N=C(\C)c2cccnc2)cc1
→ 10 | 9 | x | -6 | -8 | 1 | 0 | -13
> O=C1OCCC1=COCCCCCCOC=C1CCOC1=O
→ 2 | -20 | -4 | x | x | -2 | 2 | -5
> CC(C)c1ccc(C2=NN(c3ccccc3)C(=O)CC2)cc1
→ x | -11 | x | 7 | 12 | x | x | 8
> CN(C)c1ccc(N=Nc2ccccc2C(=O)OCC(=O)N2CCCC2)cc1
→ x | -37 | x | 20 | -35 | x | x | -44
> CCCOc1ccc(CN(C(=O)c2cccc(OC)c2)C2CCS(=O)(=O)C2)cc1 (configuration not stated)
→ -5 | -1 | -2 | -3 | 0 | 0 | 0 | -2
> O=C(C[C@H]1CC[C@H]2[C@@H](COC[C@H](O)CN2Cc2ccc(C(F)(F)F)cc2)O1)NCCc1ccccc1
→ -13 | -11 | -5 | -1 | -22 | 2 | -1 | x
> Cc1ccc2nc(Cl)c(C3CC(c4cccs4)=NN3C(=O)CCCC(=O)O)cc2c1 (configuration not stated)
→ x | 15 | x | 2 | 11 | x | x | 16
> CCCC#Cc1ccc2c(c1)O[C@H](CN(C)C(=O)C1CC1)[C@H](C)CN([C@H](C)CO)S2(=O)=O
→ -14 | -3 | -19 | 50* | -12 | 1 | 7 | x
> O=C(O)c1cccc(S(=O)(=O)Nc2cc(Cl)ccc2Cl)c1
→ x | -22 | x | -7 | 13 | x | x | 14
> CCOC(=O)CC1=NN(c2ccccc2)C(=O)C1=c1sc(=C2SC(C)=C(C)N2CC)c(=O)n1CC
→ x | 4 | 11 | -3 | 19 | -9 | 0 | 8
> CO[C@H]1CN(C)C(=O)c2ccc(NC(C)=O)cc2OC[C@H](C)N(C(=O)c2ccncc2)C[C@@H]1C
→ -5 | 0 | 8 | -3 | -8 | 6 | 82* | x
> CCCNC(=O)COC(=O)c1n[nH]c2ccccc12
→ x | -8 | x | -10 | -3 | x | x | -3
> O=C(Cn1cc(C(F)(F)F)ccc1=O)N/N=C/c1ccccc1O
→ 7 | 1 | 7 | 27 | -10 | -3 | -1 | 30
> COC(=O)COc1ccc2c(=O)c(-c3ccccc3OC)coc2c1
→ x | -9 | x | -6 | -25 | x | x | 7
> CCOc1ccc(/C(O)=C2\C(=O)C(=O)N(c3ccc(OC)cc3)C2c2ccccc2[N+](=O)[O-])cc1 (configuration not stated)
→ x | 14 | -3 | x | 13 | 5 | -3 | -91
> CC(Sc1ccc(S(=O)(=O)N2CCN(C)CC2)cn1)C(=O)NC1(C#N)CCCCC1 (configuration not stated)
→ 15 | 0 | -2 | 1 | -7 | -2 | 3 | -1
> Cc1cccc(NCc2cc(Cl)cc(Cl)c2O)n1
→ 25 | 9 | -15 | -3 | -29 | -1 | -1 | x
> COc1cc(SC)ccc1C(=O)N1CCN(Cc2ccc3c(c2)OCO3)CC1
→ 7 | x | 15 | -4 | x | -6 | 0 | 46
> Cc1cc(C)cc(Oc2ccc(C(F)(F)F)cc2C#N)c1
→ x | x | -6 | 1 | x | 4 | -1 | x
> CC(=O)c1ccc(Nc2ncnc3c2oc2ccccc23)cc1
→ -21 | -35 | -21 | -3 | 10 | 0 | 4 | x
> CCOC(=O)C1=C(c2ccccc2)N(C)C(=O)NC1c1ccc(OC(F)F)c(OC)c1 (configuration not stated)
→ 11 | x | 2 | 19 | x | 4 | -2 | x
> C[C@@H]1CN([C@H](C)CO)C(=O)c2cc(N(C)C)ccc2O[C@@H]1CN(C)S(=O)(=O)c1cccs1
→ -17 | -1 | 0 | 2 | 16 | 0 | 14 | 8
> CCCCN(C(=O)c1cc2ccccc2o1)c1c(N)n(CC(C)C)c(=O)[nH]c1=O
→ x | 29 | 1 | -61 | -8 | 16 | 1 | x
> CC(C)c1ccc(-n2nnnc2SCC(=O)NC2CC2)cc1
→ -21 | -5 | -1 | 4 | -2 | -5 | -2 | -3
> Cc1ccc(SCC(=O)O/N=C(\N)c2cccnc2)cc1
→ -2 | x | x | -6 | x | -2 | -2 | x
> O=C(COc1ccc(S(=O)(=O)N2CCCC2)cc1)N1CCCC1
→ -4 | -12 | -7 | -1 | 3 | 3 | -3 | 9
> O=C(NC1CCCC1)c1cccc2c1C(=O)c1ccc(/C=C/c3ccccc3)cc1S2(=O)=O
→ -89 | x | -3 | 20 | x | -2 | 2 | 8
> COc1ccc(Nc2ncnc3c2cnn3-c2ccccc2)cc1OC
→ -56 | -59 | 8 | -2 | 6 | -1 | -1 | -52
> CC(C)NC(=O)Nc1ccc2c(c1)C(=O)N([C@H](C)CO)C[C@@H](C)[C@H](CN(C)C(=O)Nc1cccc3ccccc13)OCCCC[C@H](C)O2
→ x | 6 | -12 | x | -1 | x | x | -17
> COc1ccc(-c2noc(=O)n2Cc2ccccc2F)cc1
→ -4 | -12 | x | -4 | 9 | 1 | 1 | -4
> COc1ccc(Nc2ncccc2C(=O)NCc2ccccc2)cc1
→ -15 | -9 | 1 | 33 | x | 1 | -3 | x
> O=C(CC1C(=O)OCC2CCCCN21)Nc1ccccc1C(F)(F)F (configuration not stated)
→ x | 3 | x | -10 | 11 | x | x | 5
> O=[N+]([O-])c1cccnc1Oc1ccc(F)cc1F
→ x | -7 | x | 1 | 9 | x | x | -5

Following part:
Every second line gives: C2C12 statin | LGR2 inh | PGC1a acetyl inh | ARNT-TACC3 inh | INS-1E GSIS act | PglD DTNB | Cneo AK release | PAX8 reporter
> C[C@H](CO)N1C[C@H](C)[C@@H](CN(C)Cc2ccc(C(F)(F)F)cc2)Oc2ccc(NC(=O)NC3CCCCC3)cc2CC1=O
→ 55 | 9 | 5 | 1 | -20 | -1 | 2 | x
> CCOc1ccc(-c2cc(C(=O)NCCCN3CCCC3)c3ccccc3n2)cc1
→ -21 | -19 | -18 | 9 | 8 | 2 | -5 | -14
> C[C@]12C(=O)N(c3cccc(F)c3)C(=O)N1[C@@H]1c3ccccc3OC[C@@H]1[C@H]2c1ccccc1
→ 0 | 23 | x | -1 | 2 | -4 | 6 | -8
> FC(F)Sc1ccc(-n2c(-c3ccc(Cl)cc3)c[n+]3c2CCC3)cc1
→ x | 34 | x | 1 | -37 | x | x | 67*
> CCc1cccc2c(C(=O)COC(=O)c3nccnc3N)c[nH]c12
→ -3 | -31 | 19 | 5 | -5 | -3 | -3 | -44
> O=C(CN1C(=O)C2CC=CCC2C1=O)Nc1ccc(OC(F)(F)F)cc1 (configuration not stated)
→ -9 | -6 | 7 | 0 | -9 | 1 | 0 | -3
> C=CCn1c(CSc2nnc(-c3ccccc3)n2C)n[nH]c1=S
→ 3 | 0 | x | 1 | 4 | 4 | 2 | 8
> Cn1c(NCCc2ccccc2)cc(=O)n(C)c1=O
→ 11 | x | 5 | 18 | x | 5 | -1 | x
> CC(C)COC(=O)NC1c2ccccc2Oc2ccccc21
→ -26 | 1 | -9 | 1 | 5 | 1 | 2 | -10
> O=C(O)C(Cc1ccc(F)cc1)c1ccccc1 (configuration not stated)
→ -3 | -12 | x | -10 | 12 | 10 | 0 | 34
> CC(=O)NCc1nc2ccccc2n1Cc1ccccc1C
→ 3 | x | 1 | -4 | x | -1 | -1 | -4
> Cc1ccccc1Nc1c(C)c(C)nc2ncnn12
→ 1 | 35 | 2 | 4 | -2 | -5 | 2 | 21
> O=C(Nc1sc2c(c1C(=O)O)CCC2)c1ccccc1F
→ -5 | -15 | -3 | 2 | 7 | 1 | -6 | 16
> O=C(Cc1c(C(=O)O)[nH]c2ccccc12)NC1CCCC1
→ x | -27 | -1 | 1 | -27 | x | x | 12
> Cc1csc(SCC(=O)NCc2ccc3c(c2)OCO3)n1
→ x | -4 | 10 | -5 | 3 | x | x | 12
> CO[C@@H]1CN(C)C(=O)c2ccc(NS(=O)(=O)c3ccccc3C)cc2OC[C@H](C)N(C)C[C@H]1C
→ -1 | 11 | -2 | -4 | 1 | -1 | 0 | -1
> CCn1cc(S(=O)(=O)NC2CCCCC2)cn1
→ -4 | 7 | x | -3 | -6 | -4 | 7 | x
> Cc1ccc(S(=O)(=O)Nc2cccc3c2O[C@@H](CN(C)C(=O)Nc2ccc(F)cc2)[C@H](C)CN([C@@H](C)CO)C3=O)cc1
→ 46 | 0 | 5 | -7 | -14 | -4 | -1 | 11
> Cc1ccc(-c2cnc(C3CC3)o2)cc1S(=O)(=O)Nc1ccccc1
→ -37 | x | -10 | 4 | x | -4 | -1 | x
> CC(C)C[C@H](NC(=O)c1nc[nH]c1C(=O)N[C@@H](CC(C)C)C(=O)OCc1ccccc1)C(=O)OCc1ccccc1
→ 8 | 15 | -12 | 14 | x | 1 | 1 | 58

From PubChem
